# Compound activity (PubChem BioAssay)
# Yfh1-depleted yeast: enhancers of respiration in Yfh1-depleted yeast, dose response, Friedreich's ataxia, plus single-dose screen (AID 1465) | S. cerevisiae Yfh1-off respiration, WST-1 reduction, 72 h; higher fold induction means a stronger effect | fold induction at 50 µM, or EC50 in µM where a hit was titrated | 220,000 compounds, 0.074% hits;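 active means fold induction of absorbance versus untreated yeast above a set limit, then at least 30% activation at any dose in follow-up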;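 further: activators that raise dye reduction in frataxin-depleted yeast; strong numbers were not always called active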
# MT stabilizer: microtubule stabilizers in HeLa cells, primary screen, imaging, high-content imaging | HeLa tubulin immunostaining HCS, 24 h; share of cells brighter than vehicle mean+2SD | % tubulin-high responders, % at 10 µM | 200,000 compounds, 0.83% hits | AID 2205, 2009;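 active means plate Z-score above 3 for both tubulin-high and condensed-nucleus cell shares, with cell loss under 80%, at 10 µM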;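 further: anti alpha tubulin signal scored within the nucleus-defined area of each cell; some results filed as inactive read as strong as hits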
# Dynein transport: inhibitors of GR-EGFP nuclear translocation, primary screen, dynein cargo transport inhibitor project, imaging, high-content, 3617.4 mouse cells. 220,000 compounds, 0.47% hits. test concentration mostly 20 µM; stimulated with dexamethasone, 1 µM; hits give low values. z-score, hits read low;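 active means plate z-score of nuclear minus cytoplasmic receptor signal below a set negative limit, without overly bright fluorescence or cell loss, cut at about -3.5 in these data, passing the limit was not always enough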;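 further: z-score of nuclear minus cytoplasmic ring GR-EGFP intensity difference per well; some compounds called inactive have numbers as strong as hits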
#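 medium = tetracycline-free induction medium containing charcoal-stripped FBS | probe or stimulus = dexamethasone, 1.0 µM final | timing = 48 h induction, then 1 h compound, then 30 min agonist, 37 °C | detection = automated 10x imaging of fixed Hoechst-stained cells | read-out basis = nuclear versus cytoplasmic GR-EGFP signal, averaged per well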
# Hep lipid drop: inhibitors of hepatocyte lipid droplet formation, primary screen, imaging, high-throughput imaging, BODIPY stain; AML12 mouse hepatocytes, oleate lipid droplets; inhibition, % at 6.5 µM; 240,000 compounds, 0.4% hits; AID 1656, 2009;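 active means lipid droplet intensity inhibited by at least 50%, with more than 500 cells counted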
#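 Material – mouse AML12 hepatocyte cell line, fixed after treatment · Compound dosing – one dose, 6.5 µM compound · Times – compound with oleate, overnight · Measured by – Image-based BODIPY and DAPI two-channel analysis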
# bCat nuc transl: modulators of beta-catenin nuclear translocation, primary screen, imaging, HeLa cells, immunofluorescence, high-content; 190,000 compounds, 0.3% hits; nuclear translocation activity, % at 5 µM;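 active means nuclear translocation activity above 50% at 5 µM, with a well cell count of 50 or more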;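 further: per-cell ratio of nuclear to cytoplasmic median beta-catenin stain intensity; plate controls were DMSO negative control for no effect and GSK-3 inhibitor IX positive control for full effect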
#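 Test system: HeLa cells, endogenous beta-catenin; Compound: single 5 µM dose plus 0.02–20 µM confirmation series; Times: compound exposure 24 h at 37°C; Signal: fluorescence imaging of beta-catenin antibody stain plus DAPI; Read-out: % activation, nuclear-to-cytoplasmic median beta-catenin signal ratio per cell.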
# WT yeast gro inh: growth inhibition of WT strain, primary screen, mitochondrial fusion inhibitor project, WT and mutant strains, chemical genetic | mitochondrial fusion phenotypic screen | inhibition, % at 10 µM | 190,000 compounds, 2.1% hits; in the data active means inhibition above about 58%; tested in S. cerevisiae
# HEK293 NOD2/NF-kB: NOD2 signaling inhibitors, cell-based, luminescence, uHTS, HEK293 (AID 1566). inhibition, % at 4 µM; hits with a dose series show EC50 in µM. 290,000 compounds, 0.63% hits. HEK293 NOD2/NF-kB luciferase reporter, luminescence; higher % means a stronger effect; in the data active means inhibition above about 50%; further: many of its hits are not listed in these tables
# Autophagy HCS: autophagy modulators in MEF cells, primary screen, imaging, high-content, MEF GFP-LC3. MEF GFP-LC3 puncta imaging; test concentration mostly 10 µM. calls only at 10 µM (by protocol). 190,000 compounds, 0.98% hits;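 active means percentage of spot-positive cells more than 3 SD above its plate mean, without a fluorescence outlier flag or 80% toxicity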;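 further: spot-positive cell cutoff set from DMSO-treated cells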
# Ins promoter up: insulin promoter activators in MIN6 cells, imaging, high-content screening, mouse beta cells. MIN6 insulin promoter-GFP reporter; hits give high values. z-score at 5 µM. 190,000 compounds, 0.3% hits. AID 1625, 2009;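 active means z-score above 3 at 5 µM with at least 500 cells counted in the well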
# WT yeast gro inh mutant strain: also measured in WT yeast gro inh; calls as there; inhibition, %; mitochondrial fusion phenotypic screen, mutant strain inhibition
# Dynein transport cytoplasmic EGFP: also measured in Dynein transport; calls as there; z-score; measured here: cytoplasmic GR-EGFP intensity; hits give high values
# Dynein transport nuclear GR-EGFP: recorded beside Dynein transport, whose call it bears; z-score; measured here: nuclear GR-EGFP intensity;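 lower value marks the stronger effect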
# Dynein transport cell count: second read-out of Dynein transport, no call of its own (marks repeat the call); z-score; measured here: cell count per field
# Ins promoter up cell count: second read-out of Ins promoter up, no call of its own (marks repeat the call); cell count; measured here: cytotoxicity, nuclei count;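 total cells summed across four imaged fields per well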
# Hep lipid drop cells 6.5 µM: recorded beside Hep lipid drop, whose call it bears; cell count; measured here: cell count, cytotoxicity flag;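 cells counted across two imaged fields per well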
# bCat nuc transl cell count 5 µM: recorded beside bCat nuc transl, whose call it bears; cell count; measured here: cell count, cytotoxicity flag
# MT stabilizer Hoechst-high %: recorded beside MT stabilizer, whose call it bears; % Hoechst-high responders; measured here: nuclear condensation Hoechst responders;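 share of cells brighter than vehicle mean plus two SD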
# MT stabilizer cytotoxicity %: recorded beside MT stabilizer, whose call it bears; toxicity, %; measured here: cytotoxicity by cell density;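 0% = mean cell density of plate MIN control wells and 100% = no cells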
# Autophagy HCS cell loss 18 h: further read-out of Autophagy HCS, marked with its call; toxicity, %; measured here: cell loss, nuclei count;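 cell loss after 18 h compound exposure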
# The depositor's hits bear a star; i = inactive; / = not tested or not shown.
SMILES,Yfh1-depleted yeast,MT stabilizer,MT stabilizer Hoechst-high %,MT stabilizer cytotoxicity %,Dynein transport,Dynein transport cytoplasmic EGFP,Dynein transport nuclear GR-EGFP,Dynein transport cell count,Hep lipid drop,Hep lipid drop cells 6.5 µM,bCat nuc transl,bCat nuc transl cell count 5 µM,WT yeast gro inh,WT yeast gro inh mutant strain,HEK293 NOD2/NF-kB,Autophagy HCS,Autophagy HCS cell loss 18 h,Ins promoter up,Ins promoter up cell count
CCOC(=O)CSc1nc2ccc(NC(C)=O)cc2s1,i,5.0,3.3,6.1,0.94,-0.25,0.65,-0.72,/,/,1.0,1059,-5,-31,-1%,i,-17,1.1,1255
Cc1nnc(SCc2ccc(CC(=O)O)cc2)o1,i,3.0,1.3,4.2,-0.33,-0.33,0.14,-0.47,/,/,-5.0,992,-1,3,10%,i,15,-0.02,1360
O=C(Cn1cnc2ccccc21)Nc1ccc(F)c(F)c1,i,2.7,2.6,8.6,-0.15,-0.26,0.046,0.017,-13,685,-0.6,1067,-8,-5,5%,i,2,-0.9,1166
COC(=O)C1=C(C)NC(=O)/C1=C\c1cc(C)n(-c2ccccc2C)c1C,i,2.6,1.3,7.5,-0.72,0.09,-0.11,0.21,8,825,/,/,21,25,13%,i,-2,-1.7,808
CCCCSc1nc(O)c(C2OC(=O)c3c2ccc(OC)c3OC)c(=O)n1-c1ccccc1 (stereo not drawn),i,2.2,1.1,4.4,0.13,-0.24,0.28,0.7,13,802,/,/,-3,7,0%,i,-7,0.97,868
Cc1ccc(S(=O)(=O)CC(=O)Nc2ccc(S(=O)(=O)Nc3onc(C)c3C)cc2)cc1,i,1.1,1.6,26,-0.15,-0.27,-0.063,-0.58,13,743,-0.8,1078,-3,-4,6%,i,12,-0.61,1231
COC(=O)c1ccc(Cn2cnc3ccccc3c2=O)cc1,i,2.7,1.1,0.8,-0.57,-0.13,0.27,0.081,4,739,-0.1,1158,-3,1,3%,i,15,0.36,947
CC(=O)Nc1ccccc1OCC(=O)c1ccc2c(c1)OCO2,i,3.6,2.8,9.6,-1.3,-0.22,-0.7,0.32,/,/,-0.7,1191,-2,5,-23%,i,12,-1.7,1122
S=C(Nc1ccc(Cl)cc1Cl)NC1CCCCC1,i,3.1,1.6,4.5,0.13,-0.16,0.38,-0.35,17,707,-1.8,1035,-5,-5,-33%,i,-14,/,/
CCOc1ccc(OCC)c(NS(=O)(=O)c2cccc3nsnc23)c1,i,6.9,1.7,12,-0.51,-0.089,0.12,-0.46,-17,797,-0.2,1039,9,4,-9%,i,1,0.11,1322
Cc1ccc(N2CC(c3nc4ccccc4n3C)CC2=O)cc1C (stereo not drawn),i,2.3,3.0,8.6,-0.25,-0.17,0.07,-0.12,-23,621,-1.5,1115,3,-1,8%,i,-2,-0.68,1797
COc1ccc(-c2ccc(CCC(=O)O)n2CC(=O)Nc2cccc(OC)c2)cc1,i,3.7,2.9,5.5,-0.51,0.32,-0.025,-1.1,-6,651,-1.5,1125,10,6,15%,i,11,-0.4,1312
Cc1cc(Nc2cccc(Cl)n2)n(-c2ccccc2)n1,i,5.4,1.9,5.4,0.44,-0.2,0.17,-0.34,8,551,1.9,1096,1,-13,13%,i,40,0.53,1505
CCn1ccnc1CN1CCCC(CO)(Cc2cccc(OC)c2)C1 (stereo not drawn),i,5.1,1.2,7.7,-0.36,-0.34,-0.42,1.2,2,684,0.0,1633,-5,12,23%,i,4,-0.96,1472
FC(F)(F)c1cccc(N2Cc3ccccc3C2)c1,i,5.7,2.8,12,0.25,-0.19,0.49,-0.48,/,/,/,/,19,18,2%,i,-5,/,/
O=C(c1n[nH]c2ccccc12)N1CCN(S(=O)(=O)c2ccc3ccccc3c2)CC1,i,2.9,1.7,2.1,3.2,-0.15,1.8,-1.8,7,665,-2.4,1099,77*,29*,-10%,i,3,0.33,784
COc1cc2c3c(c1)C1(C(=O)N3C(C)(C)C=C2C)C(C#N)=C(N)Oc2cc(C)oc(=O)c21 (stereo not drawn),i,1.1,1.3,11,0.082,-0.21,0.014,-0.31,/,/,-2.3,832,-4,3,18%,i,7,0.24,1242
CCOC(=O)C1=C(C)NC(=O)NC1c1ccc2c(c1)OCO2 (stereo not drawn),i,3.5,1.4,4.2,0.4,-0.23,0.042,-0.079,-10,582,-0.8,1072,11,7,-17%,i,-2,1.4,815
c1cncc(-c2nnc3sc(C4CCCCC4)nn23)c1,i,3.3,1.7,3.5,0.22,-0.088,0.055,-0.91,0,738,-3.4,1171,6,-3,13%,i,2,1.1,1310
COc1ccc(Br)cc1/C=N/NC(=O)CNC(=O)c1cccnc1,i,/,/,/,0.16,-0.23,0.53,0.69,14,707,0.5,1264,/,/,8%,/,/,0.56,1015
CC(=O)Oc1ccc2ccccc2c1C(NC(=O)Cc1ccccc1)c1ccccc1Cl (stereo not drawn),i,2.8,2.0,6.7,-1.8,-0.19,-0.84,0.46,/,/,0.6,1408,-12,-3,0%,i,17,0.04,1347
O=C(CSc1nc2[nH]ncc2c(=O)n1-c1ccccc1)N1CCCCCC1,i,2.4,1.6,3.4,-0.24,0.34,-0.22,0.19,-8,705,-5.4,1014,5,14,-19%,i,20,0.28,1472
CCOc1cc(N2CCOCC2)c(OCC)cc1NC(=O)c1cc(C)nc2ccccc12,i,4.4,2.5,3.3,0.71,-0.32,0.38,-0.28,-10,680,-5.2,1068,-14,-29,6%,i,4,0.08,1646
Cc1ccccc1CN(C)CC(=O)Nc1ccccc1-c1ccccc1,i,4.2,3.0,0.8,-0.095,-0.25,0.2,1,-36,648,-1.4,1276,79*,19*,-32%,i,12,-0.06,1507

# Full records, quoted from the list. Values in the order: Yfh1-depleted yeast	MT stabilizer	MT stabilizer Hoechst-high %	MT stabilizer cytotoxicity %	Dynein transport	Dynein transport cytoplasmic EGFP	Dynein transport nuclear GR-EGFP	Dynein transport cell count	Hep lipid drop	Hep lipid drop cells 6.5 µM	bCat nuc transl	bCat nuc transl cell count 5 µM	WT yeast gro inh	WT yeast gro inh mutant strain	HEK293 NOD2/NF-kB	Autophagy HCS	Autophagy HCS cell loss 18 h	Ins promoter up	Ins promoter up cell count
# CCOc1cc(N2CCOCC2)c(OCC)cc1NC(=O)c1cc(C)nc2ccccc12 in the list: i	4.4	2.5	3.3	0.71	-0.32	0.38	-0.28	-10	680	-5.2	1068	-14	-29	6%	i	4	0.08	1646
# Cc1ccccc1CN(C)CC(=O)Nc1ccccc1-c1ccccc1 in the list: i	4.2	3.0	0.8	-0.095	-0.25	0.2	1	-36	648	-1.4	1276	79*	19*	-32%	i	12	-0.06	1507
# O=C(CSc1nc2[nH]ncc2c(=O)n1-c1ccccc1)N1CCCCCC1 in the list: i	2.4	1.6	3.4	-0.24	0.34	-0.22	0.19	-8	705	-5.4	1014	5	14	-19%	i	20	0.28	1472

# (listing goes on)
SMILES,Yfh1-depleted yeast,MT stabilizer,MT stabilizer Hoechst-high %,MT stabilizer cytotoxicity %,Dynein transport,Dynein transport cytoplasmic EGFP,Dynein transport nuclear GR-EGFP,Dynein transport cell count,Hep lipid drop,Hep lipid drop cells 6.5 µM,bCat nuc transl,bCat nuc transl cell count 5 µM,WT yeast gro inh,WT yeast gro inh mutant strain,HEK293 NOD2/NF-kB,Autophagy HCS,Autophagy HCS cell loss 18 h,Ins promoter up,Ins promoter up cell count
COCCCNC(=O)CN1CCN(Cc2ccccc2Cl)C1=O,i,4.1,2.8,5.8,-0.89,-0.25,-0.53,0.46,/,/,-1.2,1207,-7,-7,13%,i,-13,0.63,850
COc1ccc(O[C@H]2C=C[C@@H](c3ccccc3)O[C@@H]2CO/N=C(\C)CCC(=O)OC[C@H]2O[C@H](c3ccccc3)C=C[C@@H]2Oc2ccc(OC)cc2)cc1,/,2.8,2.9,8.3,1.4,-0.31,0.91,0.26,-3,730,/,/,-8,-10,-3%,i,1,-0.47,1188
CC(=O)NC1C(=O)N=C(SCC(=O)NCc2ccccc2)NC1=O (stereo not drawn),i,3.7,2.7,6.3,-1.2,-0.28,-0.62,0.4,8,787,-0.7,983,-6,-1,14%,i,3,0.27,1140
O=C(c1sc2ccccc2c1Cl)N(Cc1ccccc1Cl)C1CCS(=O)(=O)C1 (stereo not drawn),i,3.6,1.8,7.5,0.7,-0.15,0.46,-0.24,/,/,0.0,1367,5,10,2%,i,-1,0.76,1204
N#CCC(=O)c1ccccc1Oc1ccc(Cl)cc1,i,4.6,2.1,7.4,0.95,-0.33,0.72,0.05,2,701,-2.5,1047,15,-1,-8%,i,14,-0.81,1248
C#CCNC(=O)C1=C[C@@H](c2coc3ccccc3c2=O)C[C@@H](OCc2ccc(CO)cc2)O1,i,1.7,1.9,7.5,-0.47,-0.27,0.031,-0.16,-1,767,-0.5,1133,-19,-20,16%,i,-19,-1.2,1103
CCc1cc(C(=O)OC)c(NC(=O)c2cc(Br)cs2)s1,i,3.2,2.0,7.5,-1.1,-0.043,-0.45,0.81,4,782,1.8,1184,23,18,17%,i,1,-0.36,1264
CCOC(=O)C1C(=O)OC(C)(C)C1C(CC)C(=O)c1ccccc1 (stereo not drawn),i,1.2,1.6,6.5,-0.87,-0.28,0.16,0.56,-8,611,1.6,873,16,10,-34%,i,7,0.75,1536

# Some of the compounds tested. The share of hits here may be higher or lower than overall.
